Screens deposited in PubChem BioAssay by several laboratories.
CDK5 p35 inh: inhibitors of human CDK5/p35 kinase, primary screen, biochemical, single concentration; Recombinant CDK5/p35, ADP-Glo luminescence, 60 min; Cyclin-dependent kinase 5 (Homo sapiens) + Cyclin-dependent kinase 5 activator 1 (Homo …; inhibition, % at 10 µM; 330,000 tested, 0.01% active; AID 488839, 2010;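 active = highest replicate inhibition of at least 50% and at least 75% of replicates reaching 50%; inconclusive = only one of the two criteria met; inactive = both criteria failed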;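 also: plate controls were DMSO neutral control for no effect and GW8510 at 10 µM for full effect; many of its hits are not listed in these tables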
NSD2 HMT inh: NSD2 histone methyltransferase inhibitors, primary screen, biochemical, AlphaScreen, single concentration, set 2 | NSD2 peptide methylation, 120 min | inhibition, % at 12.5 µM | 310,000 tested, 0.54% active; in the data active = inhibition above about 50%
SR-BI DiI-HDL act: activators of SR-BI mediated DiI-HDL uptake, primary screen, ldlA[mSR-BI] CHO cells, DiI fluorescence; 3 h; 100 = double the neutral-control signal; activation, % at 12.5 µM; 320,000 tested, 0.096% active; AID 504775, 2011;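 active = mean replicate activation of at least 60% and every replicate at or above 60%; inconclusive = mean or all-replicate condition met, but not both; inactive = mean below 60% and not all replicates reaching 60%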;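 also: 0% = median plate neutral-control signal and 100% = twice that signal; values of inactives mirror those of a sister screen read the other way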
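material = CHO ldlA[mSR-BI] cells | medium = Ham's F12 with 0.5% BSA, HEPES 25 mM, pH 7.4 | reagent = fluorescent DiI-HDL, 10 µg/mL final | compound dosing = single-point compound dose | incubation = 3 h, 37 °C | measured by = bottom-read fluorescence, 550/595 nm | measure = HDL uptake via cellular fluorescence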
DSG3 Ab inh: inhibitors of pemphigus antibody binding to DSG3, primary screen, biochemical, bead-based, flow cytometry, scFv-GFP; AID 588358, 2011; DSG3-coupled beads, scFv-anti-DSG3-GFP binding; hits give low values; Desmoglein-3 (Homo sapiens), P32926; binding (percent of control), % at 10 µM; 310,000 tested, 0.48% active;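 active = binding more than 3 SD below its plate's average and above zero; inconclusive = below that plate limit but binding exactly zero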;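 also: hits lower antibody fragment binding to DSG3; some compounds called inactive have numbers as strong as hits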
Arrestin-AP2 inh: inhibitors of beta-arrestin/AP2 binding, primary screen, biochemical, GPCR trafficking, flow cytometry. beta-arrestin 1 C-terminal peptide binding to AP2 beta2-adaptin appendage (human). FITC-arrestin peptide / GST-AP2 beads; AP2 beta2 appendage carries R879A mutation. inhibition, % at 10 µM. 340,000 tested, 0.31% active;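 active = inhibition above a set limit, near 3 SD of compounds lacking own fluorescence, cut at about 54% in these data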;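 also: plate controls were DMSO wells for no effect and 5 µM unlabelled arrestin peptide for full effect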
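Test system: GST-tagged AP2 beta2-adaptin appendage (R879A) on 4 µm glutathione beads; also added: fluorescein-tagged arrestin peptide at 50 nM final; timing: 12 min plus 1 h, RT; signal: flow cytometry, FL1 (488/535 nm); read-out: percent drop in bead-associated FITC signal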
PKA-R1A activ: activators of PKA-R1A holoenzyme, primary screen, biochemical, fluorescence polarization, Cy5-IP20, bovine R1A, mouse PKAc. cAMP-dependent protein kinase type I-alpha regulatory subunit (Bos taurus) + …. PKA-R1A dissociation; scaled: DMSO 0%, 113 µM cGMP 100%. activation, % at 11.4 µM. 340,000 tested, 0.083% active;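 active = percent activation above the mean of all tested compounds plus 3 SD, cut at about 19% in these data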;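 also: higher means more PKAc released from R1A so a rise in polarization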
dFosB act: activators of delta FosB homodimer, primary screen, biochemical, fluorescence polarization, TAMRA-CDK5 oligo, single point | 340,000 tested, 0.99% active | AID 493131, 2011 | activation, % at 25 µM | purified delta FosB; percent of positive-control signal above neutral wells | Protein FosB (Mus musculus), P13346;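 active = mean activation above about 17%, with every replicate also reaching it, limit read from the data, passing the limit was not always enough; inconclusive = only one of the two conditions met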;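 also: fluorescence polarization rise as delta FosB binds a TAMRA Cdk5 AP-1 oligo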
MITF act: activators of MITF-driven TRPM1 promoter reporter, primary screen, cell-based, SK-MEL-5, luciferase, single point; AID 588334, 2011; activation, % at 12.5 µM; SK-MEL-5 TRPM1-promoter luciferase, 24 h; % of positive control, neutral wells = 0; 300,000 tested, 0.75% active;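 active = mean activation of at least 80% with every replicate also reaching 80%; inconclusive = mean reaches 80% but some replicate falls short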;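 also: 0% = neutral control wells and 100% = parthenolide positive control wells; values of inactives mirror those of a sister screen read the other way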
PKA-R2B act: activators of PKA-R2B holoenzyme, primary screen, biochemical, fluorescence polarization, Cy5-IP20, human | 340,000 tested, 0.079% active | AID 504700, 2011 | cAMP-dependent protein kinase catalytic subunit beta (Homo sapiens) + cAMP-dependent … | activation, % at 11.4 µM | PKA-R2B holoenzyme dissociation; R2B truncated from residue 108, S112A mutant; 0% DMSO only, 100% 113 µM cGMP;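 active = activation above a cutoff set at the mean over all compounds plus 3 SD, cut at about 18% in these data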;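 also: higher means more holoenzyme dissociation and a rise in polarization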
Target sequence (P31323 whole entry, looked up, other chains not shown, the tested form may be a part): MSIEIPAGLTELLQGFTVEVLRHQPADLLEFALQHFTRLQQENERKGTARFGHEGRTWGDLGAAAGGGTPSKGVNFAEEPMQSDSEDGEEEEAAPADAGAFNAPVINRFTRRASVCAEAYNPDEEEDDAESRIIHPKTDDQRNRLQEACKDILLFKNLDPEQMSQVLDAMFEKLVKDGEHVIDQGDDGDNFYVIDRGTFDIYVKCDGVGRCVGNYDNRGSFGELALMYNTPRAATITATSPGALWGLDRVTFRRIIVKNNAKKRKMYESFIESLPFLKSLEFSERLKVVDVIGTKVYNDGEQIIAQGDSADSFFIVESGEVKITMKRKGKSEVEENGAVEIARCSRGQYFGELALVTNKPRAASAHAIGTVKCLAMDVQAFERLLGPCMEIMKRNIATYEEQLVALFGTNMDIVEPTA
SUMO Mot1 rescue: yeast Mot1-301 growth rescue at high temperature, primary screen, SUMOylation pathway inhibitor project, S. cerevisiae, ATP luminescence, 38.5C; S. cerevisiae Mot1-301 growth rescue; percent above DMSO median, 100 means doubled; growth rescue, % at 18.8 µM; 320,000 tested, 1% active; AID 2716, 2010;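 active = every valid replicate shows activation above 250% relative to neutral control wells; inactive = the rest, any valid replicate at or below 250%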;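 also: OY570 slx delta 5 strain wells were the positive control but not used for scaling; some compounds called inactive have numbers as strong as hits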
SR-BI DiI inh: inhibitors of SR-BI mediated HDL lipid uptake, primary screen, ldlA[mSR-BI] cells, fluorescence, single point; ldlA[mSR-BI] CHO cells, DiI-HDL uptake fluorescence, 3 h; Scavenger receptor class B member 1 (Mus musculus), Q61009; 320,000 tested, 0.96% active; inhibition, % at 12.5 µM;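 active = mean replicate inhibition of at least 70% and a set share of replicates each scoring 70 or more; inconclusive = meets just one of the two criteria; inactive = fails both criteria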;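 also: 0% = median of neutral control wells and 100% = median of positive control wells; values of inactives mirror those of a sister screen read the other way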
Target sequence (Q61009 whole entry, looked up): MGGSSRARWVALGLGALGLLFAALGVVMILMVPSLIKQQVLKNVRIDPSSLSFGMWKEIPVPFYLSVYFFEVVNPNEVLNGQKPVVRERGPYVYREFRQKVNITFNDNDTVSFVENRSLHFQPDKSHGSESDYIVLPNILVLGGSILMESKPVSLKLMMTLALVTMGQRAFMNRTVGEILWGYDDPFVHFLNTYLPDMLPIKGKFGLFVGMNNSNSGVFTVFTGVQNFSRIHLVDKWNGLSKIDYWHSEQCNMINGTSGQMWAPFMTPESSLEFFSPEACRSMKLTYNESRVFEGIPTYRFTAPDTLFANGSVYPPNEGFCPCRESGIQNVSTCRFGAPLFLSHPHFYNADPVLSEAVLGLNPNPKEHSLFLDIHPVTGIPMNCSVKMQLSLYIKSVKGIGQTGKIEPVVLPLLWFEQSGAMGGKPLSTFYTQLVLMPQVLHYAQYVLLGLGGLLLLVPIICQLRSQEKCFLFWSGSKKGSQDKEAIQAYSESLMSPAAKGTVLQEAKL
An asterisk follows results filed as active; ? = inconclusive; · = no result given.

CDK5 p35 inh	NSD2 HMT inh	SR-BI DiI-HDL act	DSG3 Ab inh	Arrestin-AP2 inh	PKA-R1A activ	dFosB act	MITF act	PKA-R2B act	SUMO Mot1 rescue	SR-BI DiI inh	mol
-1.4	-1	-1	112	1	-4	0	-1	-7	0	1	CCOC(=O)NC(NCCc1ccccc1)(C(F)(F)F)C(F)(F)F
-0.2	·	-45	102	18	-4	-11	49	10	2	45	CN1CCSc2ccc(C(=O)NCc3ccccc3F)cc21
-8.6	-1	5	111	-3	5	-5	4	-9	51	-5	CCCCn1c(N)c(N(CC(C)C)C(=O)CCS(=O)(=O)c2ccc(C)cc2)c(=O)[nH]c1=O
0.7	1	-38	103	1	-10	7	-1	-5	2	38	CCN(CC(=O)Nc1ccccc1C(F)(F)F)C(=O)Cc1sc(C)nc1-c1ccc(F)cc1
0.4	·	20	·	-3	-2	-7	-12	4	5	-20	CCc1nnc(NC(=O)CN2CCN(S(C)(=O)=O)CC2)s1
0.5	-2	10	95	9	8	-3	64	-7	452	-10	Fc1ccc(-c2nnc(-c3ccc(Cl)cc3)o2)cc1
-1.0	·	-2	94	47	9	10	-3	-7	·	2	O=C(Cn1cnc2c(NCc3ccccc3)ncnc21)NCc1ccc2[nH]ccc2c1
-0.9	-1	·	91	-8	-21	15	-7	-4	-7	·	Nc1c(C(=O)NCc2ccc3c(c2)OCO3)nnn1Cc1cccc(F)c1
0.4	-1	-3	94	15	-4	1	9	5	-4	3	COc1ccc(CC(=O)NN2C(=O)c3ccccc3C2=O)cc1
0.1	20	9	97	-16	-1	-4	-3	-4	-8	-9	CC(C)C[C@H](NC(=O)C1CC(=O)N(c2ccc(F)cc2)C1)C(=O)N1CCCCC1 (some centres not stated)
-0.1	-1	8	102	21	-8	-5	12	-3	903	-8	O=C(c1ccco1)N1CCN(S(=O)(=O)Cc2ccccc2Cl)CC1
1.3	·	-7	86	25	3	2	12	3	14	7	COc1ccc(NC(=O)c2cc(-c3cccs3)on2)c(OC)c1
0.4	·	0	105	27	-12	-4	?	1	·	0	O=[N+]([O-])c1cccc(COc2ccc(CN3CCCC3)cc2)c1
1.6	1	-21	94	-16	2	2	4	-3	32	21	CCCn1c(=O)c2c(nc3n2CCCN3CCc2ccc(OC)c(OC)c2)n(C)c1=O
7.0	1	3	101	16	10	-10	-98	-12	-43	-3	CCCCCN1C=CC(=C2C(=O)c3ccccc3C2=O)C=C1
2.8	·	-10	104	-14	-5	0	·	-7	0	10	O=C(CCNS(=O)(=O)c1cccc2nonc12)NCc1cccs1
0.8	-2	-1	103	-1	-12	6	-4	-2	-11	1	O=S(=O)(CCc1nc2ccccc2o1)c1ccc2ccccc2c1
-2.7	1	11	102	18	·	-7	·	·	168	-11	COC(=O)c1ccc(C(=O)NN)cc1
-0.5	0	4	102	5	4	-8	7	-7	·	-4	Cc1ccccc1OCC(=O)OCC(=O)N1CCc2ccccc21
-0.7	-4	-21	112	-2	-16	-8	-18	-7	5	21	Cn1c(=O)c2c(SCC(=O)NCC3CCCO3)nc(CC(C)(C)C)nc2n(C)c1=O (configuration not stated)
0.7	0	-28	108	1	-4	-11	-8	-2	3	28	O=C(Nc1cccc(S(=O)(=O)N2CCOCC2)c1)[C@@H]1CCCN1S(=O)(=O)c1ccc(Cl)cc1
-0.5	0	-16	101	-12	-11	11	-4	1	-5	16	CCCCCC(=O)Nc1cc(S(=O)(=O)N2CCOCC2)ccc1Oc1ccc(OCC)cc1
-1.8	1	-6	105	6	-4	1	?	-7	57	6	CC(NC(=O)c1cc(COc2c(F)cccc2F)on1)c1cnn(-c2ccccc2)c1 (configuration not stated)
-5.6	8	11	88	0	-15	-1	-14	6	74	-11	O=C(CSc1nnnn1-c1cccc(C(=O)O)c1)NC(c1ccccc1)c1ccccc1
-3.8	1	3	105	-14	2	-9	-7	6	-11	-3	COc1ccccc1NC(=O)NNC(=O)c1ccc(-c2ccccc2)cc1
0.4	1	14	·	3	0	-3	-5	-1	-5	-14	CCn1nc(NS(=O)(=O)c2ccc(NC(C)=O)cc2)c2cc3cccc(C)c3nc21
-1.5	8	·	76	2	-6	3	-2	-2	29	·	CCc1ccc(/C=N/NC(=O)c2ccc(OC3CCCC3)cc2)s1
0.1	-9	35	97	-7	3	4	-9	2	6	-35	Cc1ccc(CSc2nc3c(c(SCC(=O)O)n2)CCCC3)cc1
-0.3	2	9	101	18	-2	2	-60	-9	-15	-9	Cc1cc(C)n(-c2ccc3cccc(NS(C)(=O)=O)c3n2)n1
-1.9	·	-22	111	-3	4	-6	-11	3	8	22	N#Cc1nc(N2CCCC2)nc(N2CCCC2)n1
1.0	8	8	·	6	-9	-5	-10	1	-3	-8	C=CCn1c(Br)nc2c1c(=O)[nH]c(=O)n2C
2.0	-5	-10	101	-13	3	-3	46	-3	-2	10	CSc1nnc(NC(=O)C23CC4CC(CC(C4)C2)C3)s1
0.2	-2	1	104	10	0	-6	·	-1	-2	-1	Cc1nn(Cc2ccccc2)c(Cl)c1C(=O)OC1CCOC1=O (configuration not stated)
3.2	-1	-36	97	-30	2	6	9	-4	-19	36	COC(=O)C1=C(C)NC(=S)NC1/C=C/c1ccccc1 (configuration not stated)
-1.1	4	9	95	4	·	-5	-3	·	-17	-9	Cc1sc(Cc2nc(O)cs2)nc1-c1ccccc1
-0.1	·	29	103	-2	-1	-1	·	-3	15	-29	CCn1c(SCC(=O)NCC2CCCO2)nc2cc(S(=O)(=O)N3CCCCC3)ccc21 (configuration not stated)
0.7	7	-3	121	23	-7	-13	-6	1	1	3	Cc1cccc(N2CCN(C(=O)c3c(-c4ccccc4)noc3C)CC2)c1C
-0.6	-5	-56	107	9	7	-5	-3	-8	98	56	CN(CC(=O)Nc1ccc(OC(F)(F)F)cc1)C(=O)Cc1c(Cl)cccc1Cl
0.2	-1	3	88	-3	-4	-5	-1	4	4	-3	COc1cc(C(=O)OCC(=O)NCC2CCCO2)cc(OC)c1OC (configuration not stated)
0.8	5	-5	107	23	7	-2	5	-11	-9	5	CC(C)N(Cc1cnn(C)c1)Cc1nc(COc2ccccc2)no1
-3.5	9	-22	104	3	-1	-2	4	9	11	22	C1=C(CCNCC2CCCCC2)CCCC1
0.7	-1	1	96	30	-6	-9	-8	4	5	-1	CCc1cc2c3c([nH]c2cc1S(=O)(=O)NCCCOC)CC(C)(C)CC3=O
0.1	-2	15	100	-13	-1	-4	-6	-8	448	-15	CCOc1ccccc1-n1c(SCC(N)=O)nnc1-c1ccccc1
0.3	0	2	·	-3	-4	7	-5	-12	·	-2	Cc1ccc(S(=O)(=O)N2CCOCC2)cc1NC(=O)COC(=O)c1cnccn1
-1.2	-1	22	95	-1	-9	2	-3	3	13	-22	O=C(CSc1ccccc1)NCc1ccc(F)cc1
0.5	-1	-8	95	-4	-6	6	2	3	6	8	COc1ccccc1NS(=O)(=O)c1cc(NC(=O)c2ccccc2F)ccc1N1CCOCC1
-0.7	-3	7	105	1	-9	-2	·	-3	416	-7	COc1cccc(CNC(=O)C2CCCN(S(=O)(=O)c3c(C)n[nH]c3C)C2)c1 (configuration not stated)
-3.0	-1	7	104	9	-10	-2	18	-12	-13	-7	O=C(COc1ccccc1)NCCSCc1ccccc1Cl
0.8	-3	0	102	57*	-8	-4	5	-2	-32	0	CCOc1ccc(S(=O)(=O)NC2CCCCCC2)cc1
-1.1	-1	-36	99	-10	-1	-3	46	-1	·	36	CCNC(=S)Nc1ccc(-c2nc3ccccc3[nH]2)cc1
-1.5	-1	-59	88	·	13	-20	13	-6	33	59	O=C(N/N=C/c1sc(N2CCOCC2)nc1-c1ccccc1)c1ccc(O)cc1
2.7	-1	-2	112	14	-6	-9	32	-4	-4	2	CC(C)Oc1ccc(C(=O)Nc2ncn[nH]2)cc1
-0.3	-2	11	95	17	-5	-11	8	0	321	-11	CC(C)CN(C(=O)COC(=O)CNC(=O)c1ccccc1)c1c(N)n(Cc2ccccc2)c(=O)[nH]c1=O
-0.5	3	-27	106	8	-6	1	-5	-11	·	27	CCCN(CC(=O)Nc1ccccc1C)C(=O)c1ccc(N2CCCC(C)C2)c([N+](=O)[O-])c1 (configuration not stated)
-0.6	4	-47	103	-12	-24	-15	19	5	23	47	COc1cccc(-c2ccc(NC(=O)C3CCCN(Cc4ccco4)C3)cc2)c1 (configuration not stated)
0.6	-2	18	111	10	13	1	0	-7	21	-18	O=C(C[n+]1ccccc1)N/N=C/c1ccc(Cl)cc1
0.1	-3	-11	99	7	-7	1	-28	-3	-21	11	O=C(CNC(=O)/C(=C\c1ccccc1)NC(=O)c1ccc(Br)cc1)OCc1ccccc1
-0.4	0	5	134	-11	0	1	·	3	-24	-5	O=C1N(c2ccccc2)CCN1c1ccccc1
0.9	6	18	111	-2	8	2	-8	-4	31	-18	Brc1ccccc1OCCCN1CCCCCC1
-0.9	0	6	108	0	-1	4	9	-1	-14	-6	CN(C)CCNc1oc(-c2cccc(Cl)c2)nc1C#N
